KCNH2 WT inh = blocks the wildtype human KCNH2 potassium channel | U2OS, BacMam KCNH2, thallium flux FluxOr; active compounds read low | Q12809 | AID 720551 | 340,000 compounds, 0.37% hits | activity change, % at 1.84 µM;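 active = maximum activity change below -70%; inconclusive = maximum activity change between -70% and -50%; inactive = maximum activity change above -50%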; also: % is scaled to controls: 0 for no effect and ±100 for the full control effect
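U2OS cells transduced with wild-type KCNH2 virus are loaded with FluxOr dye for 45 min, and thallium flux is measured in kinetic reads before and after stimulation buffer. Rate constants are normalized to DMSO controls.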
Chronic BCR inh = inhibitors of chronic active B-cell receptor signaling; 340,000 compounds, 0.05% hits; ABC-DLBCL IkBa-CBG/CBR reporter, luminescence ratio, 4 h; Potency, µM (doses to about 46.1 µM), for the others: top-dose ratio change, negative = lower green/red ratio, hits mostly inhibitors; active = well fitted inhibition curve with a large enough effect in the signal ratio, with a control signal flat, not every such curve was filed as active; inconclusive = small, poorly fitted or top-dose-only effect, or effect the other way, or a change in a side signal; the % refers to the signal ratio;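 also: potency is read from the fitted curve at half-maximal effect; plate controls were basal doxycycline-induced cells for no effect and cells given 10 µM MG132 for full effect; MG132 reads +100%, hits lower the ratio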
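Cell line TMD8 (human ABC DLBCL), stably expressing tet-inducible CBG68-IkBa fusion and CBR; IMDM/0.5% FBS; cpd up to 46 uM; dox induction, 4 h, 37C/5% CO2; dual luminescence; green/red ratio; MG132 control.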
GALK inh = blocks human galactokinase activity. P51570. Purified GALK, Kinase-Glo residual ATP luminescence. Potency, µM (top dose mostly 57.5 µM), for inactives: top-dose activity change, negative = inhibition, actives largely listed as inhibitors. 270,000 compounds, 0.007% hits; also: potency is read from the fitted curve at half-maximal effect; % is scaled to controls: 0 for no effect and ±100 for the full control effect
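ATP-depletion format; final 35 uM ATP, 100 uM D-galactose, 5 nM enzyme; pH 8.0 HEPES/Mg2+ buffer; 60 min RT; luminescence read 10 min after detection reagent.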
Giardia killer = kills Giardia lamblia. Giardia lamblia trophozoite viability. activity change, % at 7.66 µM, hits read low. 340,000 compounds, 0.15% hits. AID 540267; in the data active = activity change below about -80%; inconclusive = between about -30% and that limit;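 also: parasites exposed to compound for two days anaerobically before the ATP read; % is scaled to controls: 0 for no effect and ±100 for the full control effect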
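Media and compound were dispensed first, then trophozoites at 100 cells/well; plates sat 48 hrs at 37 deg C without oxygen before ATP luminescence reagent was added and read after 15-30 min at room temperature.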
TCR activator = activates T cell receptor signaling; primary human leukocytes, anti-CD3, IL-2 HTRF, 48 h; Potency, µM (top dose mostly 9.22 µM), inactives show at the top dose activation of IL-2 secretion, most hits filed as activators; 330,000 tested, under 10 active; AID 504894; also: % of control where 0% means no effect
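Primary human leukocytes were stimulated with a-CD3 beads plus compounds for 48 hr without co-stimulation; secreted IL-2 was quantified by HTRF using a-IL-2-K (europium cryptate) and a-IL-2-d2, excited at 320nm with acceptor emission read at 665nm.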
TSHR antagonist = antagonists of human thyroid stimulating hormone receptor; P16473; TSHR-expressing cells, TSH-stimulated cAMP HTRF, 2 h; active compounds read low; activity change, negative = inhibition, % at 11.5 µM; 330,000 compounds, 0.2% hits;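 active = activity change below a set negative limit, meaning inhibition stronger than a set level, cut at about -70% in these data; inconclusive = activity change between two set negative limits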; also: % is scaled to controls: 0 for no effect and ±100 for the full control effect
Target sequence (P16473 whole entry, looked up): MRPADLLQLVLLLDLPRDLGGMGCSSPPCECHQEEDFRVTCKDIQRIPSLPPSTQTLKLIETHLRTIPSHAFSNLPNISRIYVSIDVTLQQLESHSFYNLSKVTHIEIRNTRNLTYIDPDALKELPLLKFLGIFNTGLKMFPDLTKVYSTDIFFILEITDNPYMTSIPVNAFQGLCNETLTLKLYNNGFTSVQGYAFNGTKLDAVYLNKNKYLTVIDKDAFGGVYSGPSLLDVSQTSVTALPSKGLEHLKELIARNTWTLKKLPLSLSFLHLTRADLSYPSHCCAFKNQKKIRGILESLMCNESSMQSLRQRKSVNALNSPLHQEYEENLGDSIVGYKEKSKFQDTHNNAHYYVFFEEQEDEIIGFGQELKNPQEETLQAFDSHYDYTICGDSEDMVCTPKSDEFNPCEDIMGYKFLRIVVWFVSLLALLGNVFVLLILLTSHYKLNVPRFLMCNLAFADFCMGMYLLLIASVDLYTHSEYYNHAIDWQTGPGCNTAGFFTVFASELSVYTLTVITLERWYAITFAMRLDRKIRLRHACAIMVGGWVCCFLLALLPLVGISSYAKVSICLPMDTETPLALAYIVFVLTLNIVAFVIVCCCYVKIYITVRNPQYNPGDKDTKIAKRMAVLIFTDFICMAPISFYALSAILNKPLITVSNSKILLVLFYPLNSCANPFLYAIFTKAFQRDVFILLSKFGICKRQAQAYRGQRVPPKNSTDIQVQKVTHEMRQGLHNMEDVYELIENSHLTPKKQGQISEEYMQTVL
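TSHR-expressing cells, 200/well, pre-treated with compound, then stimulated with EC80 TSH (4nM final) for 2 hours at 37 deg C. cAMP measured by competitive HTRF: anti-cAMP cryptate antibody in lysis buffer plus cAMP-d2, read after 30 minutes at room temperature.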
A-T KAP1 phos = potential ataxia-telangiectasia treatment; 320,000 compounds, 0.19% hits; AID 485349; Potency, µM (highest dose often 57.5 µM), without a hit: top-dose activation, hits mostly activators; […] A-T fibroblasts, KAP-1 phosphorylation AlphaLISA; neocarzinostatin DNA damage 30 min before lysis; also: potency is read from the fitted curve at half-maximal effect; % of control where 0% means no effect; nearly all actives have a fitted effect of over 45% in size
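hTERT-immortalized A-T patient fibroblasts ([…]), 500 cells/well in OPTI-MEM, 1% FBS, got compounds for 60 min, then NCS for 30 min at 37C. Lysates were then assayed for phospho-KAP-1 by AlphaLISA (anti-pKAP1 donor, anti-KAP1 acceptor beads), 6 hr at 25C.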
FBPA coupling cs = inhibits coupling enzyme system, counter-screen for aldolase hits; coupling enzyme system counterscreen, AmpLite Red fluorescence; activity change, negative = inhibition, % at 58.2 µM, hits read low; 290,000 compounds, 0.67% hits; in the data active = activity change below about -30%; also: % is scaled to controls: 0 for no effect and ±100 for the full control effect
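Final compound at 57.5 uM, incubated 10 min at RT with coupling enzyme reagent (glyceraldehyde-3-phosphate), then 20 min with substrate and AmpLite Red detection. Fluorescence read at 525/598 nm; tests interference with the coupling assay, not aldolase inhibition.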
Tb PFK inh = inhibitors of T. brucei phosphofructokinase; T. brucei PFK, ADP-Glo luminescence; Potency, µM (series often up to 57.5 µM), for the others: top-dose activity, negative = inhibition, hits mostly inhibitors; 330,000 compounds, 0.17% hits;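 also: potency is read from the fitted curve at half-maximal effect; 0% = uninhibited 1x PFK enzyme wells and -100% = no-enzyme wells; nearly all actives have a fitted effect of over 60% in size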
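Activity is normalized to no-enzyme wells (full inhibition) and 1.25 nM enzyme wells (no inhibition). Reaction: 0.5 mM F6P, 0.1 mM ATP, 45 min RT, ADP-Glo luminescence; concentration-response curves fitted and classed by quality.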
CXXC DNA block = MLL CXXC-DNA interaction inhibition. MLL-CXXC / FITC-HOXA9 DNA fluorescence polarization. Potency, µM (doses to about 115 µM), for inactives: at the top dose activity change, negative = inhibition, hits mostly inhibitors. 290,000 compounds, 0.037% hits. Q03164; active = well fitted inhibition curve with a large enough effect in the polarisation, with a control signal flat, not every such curve was filed as active; inconclusive = small, poorly fitted or top-dose-only effect, or effect the other way, or a change in a side signal; inactive = no such curve, though single readings can be large or run the other way; the % refers to the polarisation; also: potency is read from the fitted curve at half-maximal effect
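Steps: dispense CXXC domain solution (7 uM) → pin compounds or unlabeled HOX-A9 DNA control → 5 min ambient → add FLSN-HOX-A9 solution (50 nM) → spin → 30 min ambient → fluorescence polarization. Tris pH 7.5/NaCl/DTT/BSA buffer.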
The depositor's hits bear a star; ? = inconclusive; / = no result given; & = joins results of further samples; [ ] = another dose, or the depositor's remark. Unless noted, calls follow the shape of the dose curve; as a rule, active = well fitted curve in the direction sought with a large enough effect; inconclusive = small, poorly fitted or top-dose-only effect, or another doubt; inactive = no such curve, though single readings can be large; an effect the other way counts as inactive or inconclusive.

SMILES	KCNH2 WT inh	Chronic BCR inh	GALK inh	Giardia killer	TCR activator	TSHR antagonist	A-T KAP1 phos	FBPA coupling cs	Tb PFK inh	CXXC DNA block
COC(=O)c1ccc(CSc2nnc(SCc3ccc(C(=O)OC)o3)s2)o1	-7	?	-1%	8	-11%	0	-4%	1	1%	8%
CCC1C=C(c2ccccc2)C=CN=C1N(CC)CC (stereo not drawn)	65	2%	2%	3	-1%[46.1 µM]	2	3%	0	0%	8%
Cc1cn(S(=O)(=O)c2ccccc2[N+](=O)[O-])cn1	-2	-3%	0%	-6	-1%	-8	-9%	-2	0%	4%
CCCN(CC(=O)Nc1ccccc1C)C(=O)CCNC(=O)c1ccccc1Cl	0	0%	/	-1	-4%	/	-3%	/	-4%	/
O=C(/C=C/c1ccc([N+](=O)[O-])cc1)NCC1CCCO1 (stereo not drawn)	6	1%	0%	-25	1%	-9	7%	0	1%	-9%
CCCCc1ccc(NC(=O)N[C@H](C(=O)O)C(C)C)cc1	-6	-9%	1%	11	8%[46.1 µM]	0	-1%	6	-4%	3%
O=c1c(-c2ccccc2)nc(-c2ccccc2)cn1O	0	?	2%	-2	2%	-3	5%	2	-1%	-6%
CC(=O)c1ccc(NC(=S)N2CCC(O)CC2)cc1	-2	1%	0%	-11	2%[46.1 µM]	22	-4%	4	2%	7%
COc1cc(CN2CCNC(=O)C2CC(=O)N(C)CCN2CCOCC2)cc(OC)c1 (stereo not drawn)	-1	-1%	/	-23	2%	-1	-8%	-1	-3%	-3%
CC(=O)c1cnc2c(-c3ccccc3)c(-c3ccccc3)nn2c1C	-1	2%	-5%	-23	/	4	8%	2	-2%	12%
CN(C)S(=O)(=O)c1ccc(Cl)c(C(=O)NCC2CCCCC2)c1	8	7%	3%	-17	-3%	13	3%	-2	-19%	1%
c1ccc(-c2ccccn2)nc1	93	1%	1%	6	4%	7&2	-7%	1	-4%	-7%&8%
Cc1[nH]c2ccccc2c1/C=C/C(=O)c1ccncc1	-1	?	1%	0	6%	18	0%	-5	0%	58%[activator]
C[C@]1(C(=O)NCCN2CCOCC2)C=C[C@@H](Cc2ccccc2)N1C(=O)c1ccccc1	-9	-1%	/	-12	2%	-1	2%	2&2	-12%	12%
CCCCC(C(=O)O)C(C)CC(=O)NNC(=O)c1ccco1 (stereo not drawn)	0	?	0%	16	-4%	14	7%	-1	0%	0%
CN(C)c1ccc(P(=O)(OC2CCCCC2)C(O)c2ccncc2)cc1 (stereo not drawn)	-3	-9%	3%	7	11%	3	-5%	3	-6%	-9%
CCOC(=O)c1sc(NC(=O)CSc2nncs2)c(C(=O)OCC)c1C	-4	4%	0%	5	-3%	10	-6%	5	-1%	6%
Cc1ccc(C2CC(=O)N3CN(Cc4ccco4)CSC3=C2C#N)cc1 (stereo not drawn)	-5	-7%	5%	-12	-3%	9	10%	-21	-3%	-3%
Cc1nn(C(C)C(=O)NC(C)CCc2ccccc2)c(=O)c2cc3occc3n12 (stereo not drawn)	-1	0%	-7%	4	-6%	13	6%	-1	6%	59%[activator]
O=C(NCc1cccs1)C1CCN(S(=O)(=O)c2cccs2)CC1	2	-7%	0%	3	2%[46.1 µM]	12	-1%	4	-7%	-12%
O=C(C1=C[C@@H](c2ccccc2)C[C@@H](OCCCCO)O1)N1CCN(Cc2ccc3c(c2)OCO3)CC1	/	-8%	0%	14	2%	2	14%	4	2%	-26%
CC(C(=O)c1ccccc1)[n+]1cccc(Br)c1 (stereo not drawn)	-13	-1%	/	3	-7%	-2	29%	0	-2%	21%
COc1cc(C(=O)N2CCN(c3ccccc3)CC2)c([N+](=O)[O-])cc1OC	4	0%	6%	9	5%	-6	1%	2	-9%	-3%
O=C(O)CSc1nnc(CSc2nc3ccccc3s2)n1-c1ccccc1	7	11%	8%	-21	-1%	-6	-3%	-1	-3%	3%
CC(C)(C)c1ccc(S(=O)(=O)N2CCCC2C(=O)N2CCOCC2)cc1 (stereo not drawn)	9	2%	3%	-2	-9%	3	-4%	3	-2%	-2%
Cc1ccc(/C=N/Nc2cccc3cccnc23)c(O)c1	-40	-12%	-2%	-13	-117%	-14	22%	-4	2%	-1%
CC1CCN(CC(=O)Nc2ccc(Br)cc2[N+](=O)[O-])CC1	-5	0%	6%	-15	1%	-1	-2%	4	-5%	-7%
CC1(O)N(CCC(=O)Nc2cccc(F)c2)C(=O)OC12CCCCC2 (stereo not drawn)	5	2%	1%	-4	1%	22	1%	0	-14%	2%
CC(=O)Nc1ccc(NC(=O)C2CCCN2C(=O)NC2CCCCC2)cc1 (stereo not drawn)	10	-2%	4%	15	3%	-2	6%	1	3%	8%
Cn1nc(C(F)(F)F)cc1-c1ccc(/C=C(\C#N)C(=O)c2ccccc2)s1	3	3%	/	-25	-6%	-1	0%	1	-9%	?
CCc1cc2c(=O)c(-c3nc4ccccc4n3C)c(C)oc2c(CN2CCOCC2)c1O	10	11%	0%	12	1%	-7	9%	-1	6%	16%
Cn1c(SCC(=O)Nc2cccc(S(=O)(=O)N3CCOCC3)c2)nnc1-c1ccncc1	10	?	0%	9	2%	11	0%	3	1%	-4%
CC(/C=N/NC(=O)c1ccncc1)=C\c1ccccc1	-8	-3%	5%	18	/	0	-7%	0	-7%	0%
COc1ccc(N(C)C(=O)c2cc3c(s2)-c2ccc(Cl)cc2S(=O)(=O)C3)c(OC)c1	4	-9%	8%	7	0%	1	6%	2	0%	8%
CC(C(=O)NCc1ccco1)n1ccc2cc(S(=O)(=O)N3CCCC3)ccc21 (stereo not drawn)	1	-1%	-5%	-11	-15%	-6	-2%	-1	3%	5%
Cc1ccc(NC(=O)c2ncn(CC(=O)N[C@H](C)c3cccc4ccccc34)n2)cc1C	2	-5%	/	?	-4%[46.1 µM]	-3	3%[11.5 µM]	/	0%	/
O=C(Nc1ccc2c(c1)OCO2)c1ccc(CN2CCOCC2)cc1	3	-4%	-1%	-11	-1%	-13	0%	0	4%	-2%
O=C(c1ccc(Cl)cc1)C1CCCN(Cc2cccn2-c2ccccn2)C1 (stereo not drawn)	-109*	?	9%	7	7%	6	12%	1	0%	-5%
COc1ccccc1C(=O)COC(=O)CCNS(=O)(=O)c1ccc(C)c(C)c1	4	-1%	/	-11	-16%	4	1%	/	-9%	/
NC(=O)c1ccccc1OC1CCC1	1	-3%	/	16	-27%	0	2%	4	-1%	-2%
COc1ccc(S(=O)(=O)N2CCC(C(=O)N[C@H](C(=O)N3CCCC3)C(C)C)CC2)cc1	1	1%	0%	22	-3%	-9	-7%	/	0%	-5%
Cc1cccc(N2CCN(S(=O)(=O)c3ccc4c(c3)CCCN4C(=O)C3CCC3)CC2)c1C	-9	4%	0%	?	-14%	-2	5%	-1	2%	30%[activator]
O=C(Nc1cc([N+](=O)[O-])ccc1O)c1cccc(C(=O)Nc2cc([N+](=O)[O-])ccc2O)c1	-27	?	-25%	-18	/	-5	0%	3	-3%	1%
COc1cccc(C(=O)N(Cc2ccco2)Cc2cc3cccc(C)c3[nH]c2=O)c1	-2	2%	3%	-2	2%	-11	0%	3	0%	4%
O=C(NCCN1CCOCC1)c1cc(S(=O)(=O)Nc2ccccc2F)c(Cl)cc1Cl	22	3%	-1%	16	3%	-7	0%	0	2%	-5%
CCn1c(N2CCN(C(=S)NC)CC2)nc2ccccc21	-2	3%	-1%	-4	-3%	-4	-3%	-17	0%	7%
Cc1ccc(S(=O)(=O)Nc2ccc(SC(F)F)cc2)c(C)c1	1	9%	-3%	-2	1%[46.1 µM]	4	8%	0	-9%	-3%
CCOC(=O)C1=C(C)NC(C)=C(C(=O)OCC)C1/C=C/c1ccccc1OC	0	?	0%	-17	1%[46.1 µM]	17	5%	-2	0%	2%
Nc1cccc(O)c1	-4	-4%	/	-28	-2%	-10	11%	/	1%	/
O=C1CCN(CCCc2ccccc2)CCN1CCO	/	-23%	/	13	1%	4	-12%	3	-1%	5%
CC(C)CNC(=O)c1cc([N+](=O)[O-])ccc1N1CCCCC1	/	0%	1%	-11	-3%[46.1 µM]	-2	0%	6	1%	8%
CSC1=N/C(=C\c2cccc(F)c2)C(=O)S1	-4	26%	2%	3	4%	5	/	-2	0%	4%

High-throughput results from PubChem BioAssay.
